# Pf Dd2 growth: qHTS Primary assay for Inhibitors of Plasmodium falciparum Dd2 growth in vitro; P. falciparum Dd2 growth, SYBR Green, 72 h; 120,000 compounds, 4.3% hits; AID 1347417, 2020; Potency, µM (series often up to 28.9 µM), inactives show top-dose activity, negative = inhibition, usual class: inhibitors; active = well fitted inhibition curve with a large enough effect; inconclusive = small, poorly fitted or top-dose-only effect; inactive = no such curve, though single readings can be large or run the other way;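 also: plate controls were DMSO vehicle for no effect and reference drug for full effect; nearly all actives have a fitted effect of over 65% in size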
#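 Readout: SYBR Green fluorescence, 485 nm excitation, 535 nm emission, after ~16 h lysis at 37C. Before that, Dd2-infected red cells (2.5% hematocrit) grew 72 h with compound, 29 uM top final concentration.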
# * hit, by the source's call; i = inactive; ? = inconclusive; [ ] = another dose, or the depositor's remark. Potency is read from the fitted curve at half-maximal effect. Only part of the results is shown, so the mix of outcomes need not match the whole.
mol	Pf Dd2 growth
CCOC(=O)c1ccc(NC(=O)Cn2cc(C(=O)c3ccc(CC)cc3)c(=O)c3ccc(C)nc32)cc1	-15.3%
O=C(CCn1ccn2nc3c(c2c1=O)CCCC3)Nc1ccc(F)c(F)c1	i
Cc1ccc(CN2CCCn3nc(C(=O)NCCN(C)C)cc3C2=O)cc1	36.2%[activator]
COc1ccc(Nc2cc3c(cn2)NCCN(Cc2ccccc2)C3)cn1	i
O=C1CO[C@H](c2ccc(NS(=O)(=O)Cc3ccccc3)cc2)[C@@H](CO)N1C1CCOCC1	-14.9%
COc1ccc(CCNC(=O)CCc2c(C)nc3cc(-c4cccc(F)c4)nn3c2C)cc1OC	-7.0%
O=C(CN1C(=O)CCc2cc(S(=O)(=O)N3CCOCC3)ccc21)NCc1ccc(Cl)cc1	i
O=C(NCCc1ccc(Cl)cc1)c1nc2sccn2c1Br	-18.2%
Cc1ccc(NC(=O)c2cnc(SCC(=O)N3CCCc4ccccc43)n(C)c2=O)cc1C	124.4%[activator]
COc1ccc(-n2ccnc2CN2CCCC(O)(CO)C2)cc1 (stereo not drawn)	24.3%
COc1cccc2sc(NC(=O)c3ccc(S(=O)(=O)N4CCC(C)CC4)cc3)nc12	31.3%[activator]
CCOc1cc(=O)n2c(c1C(=O)N1CCN(c3ccccc3F)CC1)CCCC2	i
O=C(Cn1nc2c(cc1=O)CCCC2)Nc1nc2ccccc2s1	-15.1%
CCC(C(=O)NCc1ccc2c(c1)CCN2C(=O)c1ccc(F)cc1)c1ccccc1 (stereo not drawn)	32.4%[activator]
CCc1cc(=O)n(CC(=O)Nc2cc(OC)ccc2OC)c(N2CCOCC2)n1	-11.8%
CCCCOC(=O)c1c(C)oc2c1cc(NS(=O)(=O)c1cc(OC)ccc1OC)c1ccccc12	?
N#Cc1ccc(CC(=O)N2CC(CNc3cccnc3)C3(C2)CN(c2ccccc2)C3)cc1 (stereo not drawn)	-11.1%[44.1 µM]
Cc1noc(-c2cn(C3CCN(C(=O)c4ccco4)CC3)nn2)n1	-12.4%
CN1C(=O)COC[C@@H]1[C@H](O)c1ccc(NC(=O)CC(C)(C)C)cc1	-12.5%[44.1 µM]
COCCNC(=O)c1cc(-c2ccc(C)nc2)cc2ncn(C)c12	-4.8%[44.1 µM]
O=[S+]([O-])(c1cccc(C(F)(F)F)c1)N1CCCC2(CC(c3ccccn3)=NO2)C1 (stereo not drawn)	10.2%
CC(=O)N1CCCN(Cc2nc3c(n2Cc2ccccc2)C(=O)N(CC2CC2)CCN3)CC1	-17.1%
CCN(C(=O)CCS(=O)(=O)c1cc2c(cc1C)NC(=O)CO2)c1cccc(C)c1	-15.2%
CCN(Cc1ccccc1)C(=O)CCS(=O)(=O)c1ccc2c(c1)CCN2C(C)=O	22.3%
Cc1ncccc1C(=O)N1[C@H]2CC[C@@H]1c1cnc(-c3ccc(F)cc3)nc1C2	-3.4%

# Among those listed so far, these contain a Cl atom:
mol	Pf Dd2 growth
O=C(CN1C(=O)CCc2cc(S(=O)(=O)N3CCOCC3)ccc21)NCc1ccc(Cl)cc1	i
O=C(NCCc1ccc(Cl)cc1)c1nc2sccn2c1Br	-18.2%

# The results go on:
mol	Pf Dd2 growth
COc1ccc(S(=O)(=O)N2CCCC(Cc3noc(-c4ccncc4)n3)C2)cc1 (stereo not drawn)	?
O=C(Cc1ccccc1Cl)N1CCCN(c2cc(-c3ccccc3)[nH]n2)CC1	i
O=C(Nc1ccc(Cl)c(-c2nc3ccccc3o2)c1)c1ccc(-c2cccc([N+](=O)[O-])c2)o1	-12.2%
O=C(c1ccc(F)cc1Cl)N1CCN(c2cc(C(F)(F)F)ncn2)CC1	i
COc1cc(OC)c(NC(=O)c2noc3c2CSc2ccccc2-3)cc1Cl	31.3%[activator]
CN(C(=O)C1CC1)C1CCc2ccccc21 (stereo not drawn)	-11.9%[44.1 µM]
Nc1nc(C2CC(NC(=O)Cn3cnc4ccccc4c3=O)C2)cc(=O)[nH]1 (stereo not drawn)	0.8%
CCNC(=O)[C@@H]1CCCN1[C@@H](C(=O)NC)c1ccccc1OC	-13.6%[44.1 µM]
O=C(NC[C@H]1C[C@@H]2CCN1C[C@@H]2CN1CCN(c2ccccn2)CC1)c1ccc2c(c1)OCO2	i
COCCCNC(=O)N1CCCN(S(C)(=O)=O)C(c2ccccc2)CC(=O)NCC1 (stereo not drawn)	0.1%
CNC(=O)[C@@H]1C[C@@H](n2cc(CNC(=O)Cc3ccc(F)cc3)nn2)CN1	13.5%
CC(=O)N1CCC(NC(=O)c2nc(-c3ccccc3)cc3[nH]ccc23)CC1	i
CCC(C)Cn1c(COc2ccc(OC)cc2)nc2ccccc21 (stereo not drawn)	i
O=C(c1ccccc1)N1CCn2c(nnc2[C@@H]2C[C@@H](O)CN2Cc2ccccc2)C1	26.2%
Cc1ccncc1C(=O)N1C[C@@H](COCC2CC2)[C@H](c2ccccn2)C1	20.9%
CCc1ccc(NC(=O)CN2CCCN(Cc3cccc(Cl)c3)S2(=O)=O)cc1	11.2%
Cc1ccc(C(=O)N2CCC(N3CCCCCC3=O)CC2)cc1	-8.5%[44.1 µM]
N#Cc1ccc(C(=O)N2CCC(n3cc(-c4nc(C5CC5)no4)nn3)C2)cc1 (stereo not drawn)	?
O=C(O)C1(O)CCN(c2ncc(F)c(N3CCOCC3)n2)CC1	-22.3%
O=C(Nc1ccccc1F)N1CCCC(Cn2c(C3CC3)nc3cccnc32)C1 (stereo not drawn)	i
O=C(c1ccccc1)N1CCc2cc(CNS(=O)(=O)c3ccccc3Cl)ccc21	?
Cc1ccccc1NC(=O)Cn1nc2c(cc1=O)CCCCC2	-4.3%
COc1ccc2c(c1)C1(CCN(S(=O)(=O)c3cccc(F)c3)C1)C(=O)N2C (stereo not drawn)	i
COc1ccc(S(=O)(=O)N2C[C@@H](F)C[C@H]2C(=O)N2CCCCC2)cc1OC	496.2%[activator]
Cc1ccc([S+](=O)([O-])N2CC3(Cc4ccccc4N([S+](C)(=O)[O-])C3)C2)cc1	-20.4%

# Fetched by compound from above (4):
mol	Pf Dd2 growth
Cc1ccccc1NC(=O)Cn1nc2c(cc1=O)CCCCC2	-4.3%
Cc1ccncc1C(=O)N1C[C@@H](COCC2CC2)[C@H](c2ccccn2)C1	20.9%
O=C(Nc1ccc(Cl)c(-c2nc3ccccc3o2)c1)c1ccc(-c2cccc([N+](=O)[O-])c2)o1	-12.2%
CCC(C)Cn1c(COc2ccc(OC)cc2)nc2ccccc21 (stereo not drawn)	i

# The list continues.
mol	Pf Dd2 growth
O=C1CCC2(CCN(C(=O)c3cccs3)CC2)CN1CCc1ccncc1	-10.4%
COc1cccc(N2CCN(Cc3nnc(-c4ccc5c(c4)OCO5)o3)CC2)c1	-4.9%
Cc1cccc(-n2ccnc2SCC(=O)Nc2cccc3ccccc23)c1	9.2%
COc1cc(NC(=O)N2CCCC(Cn3cnc4cccnc43)C2)cc(OC)c1 (stereo not drawn)	-26.8%
COc1ccc(-c2ccc(C(=O)N[C@H](c3ccccn3)C3CC(O)C3)o2)cc1 (stereo partly drawn)	-23.1%
O=C1N(c2ccccc2)c2ccccc2C12CCN(Cc1ccsc1)C2 (stereo not drawn)	?
Cc1cc(C)c2c(=O)cc(C(=O)Nc3sc4c(c3C(=O)NCc3ccccc3)CCCC4)oc2c1	-1.8%
Cc1ccc2c(=O)cc(C(=O)Nc3nc4ccc(Cl)cc4s3)oc2c1	33.3%[activator]
O=C1N(C2CCCCC2)C[C@H]2CN(S(=O)(=O)c3ccccc3)CCN12	?
COc1ccc(NC(=O)CN2CCN(C3CCCCC3)C(=O)C2=O)cc1	-10.9%
CCOC(=O)C1CCCN(Cc2cn3c(-c4ccc(Br)cc4)nnc3s2)C1 (stereo not drawn)	-12.4%
COc1ccccc1NC(=O)C1=C(C)Nc2nc(SCc3ccccc3)nn2C1c1ccncc1 (stereo not drawn)	-21.4%
Cc1ccc(CN2CCC(CNc3ncnc4onc(-c5ccc(Cl)cc5)c34)CC2)cc1	3.16µM*
O=C(Nc1ccccc1)N1C[C@@H]2C[C@H](C1)c1c(-c3ccc(Cl)cc3)ccc(=O)n1C2	-29.2%[44.1 µM]
COCCCn1c(=N)c(S(=O)(=O)c2ccccc2)cc2c(=O)n3cc(C)ccc3nc21	4.9%
Cc1nc2cccnc2n1CC1CCCN(S(=O)(=O)c2ccc3c(c2)OCCO3)C1 (stereo not drawn)	-20.5%
CCOc1cc(C2c3c(-c4ccccc4O)n[nH]c3C(=O)N2Cc2cccnc2)ccc1O (stereo not drawn)	?
CCOC(=O)c1ccc(NC(=O)CSc2cc(-c3ccccc3)nc(C)n2)cc1	9.7%
CCCCN(C)C(=O)C1CCCN(c2ncnc3onc(-c4ccc(F)cc4)c23)C1 (stereo not drawn)	?
O=C(Nc1ccc(Cl)cc1)N1CCC2(CC1)CCN(Cc1cccs1)c1ccccc1O2	1.41µM*
COc1ccc(NC(=O)Cn2c(=O)n(-c3ccc(C)cc3)c(=O)c3c2c2cc(C)ccc2n3C)cc1	-0.2%
CC(=O)NCc1ccc(-c2cc(NC3CCCC3)nc3[nH]ccc23)nc1	-24.1%
Cn1nccc1C(=O)N1CCC(n2nccc2NC(=O)CCOc2ccccc2)CC1	-8.0%
c1cc(-c2cnc([C@@H]3COCCN3C3CCCCC3)[nH]2)ccn1	?
COC(=O)c1scc(-c2ccc(C)cc2)c1S(=O)(=O)N1CCN(c2ccccc2)CC1	0.0%

# (cont.)
Molecule | Pf Dd2 growth
O=C(Cn1ccn2nc(-c3ccccc3)c(CO)c2c1=O)Nc1ccc2c(c1)CCC2 | -5.4%
Cc1ccc(S(=O)(=O)NCCn2c(C)cnc2C2CCC2)c(C)c1 | ?
O=C(NC1CCCC1)c1cccc2c1CCN2S(=O)(=O)c1ccccc1F | i
Cc1ccccc1CNC(=O)CCC(=O)N1CCSc2ccccc21 | 2.7%
CC1Cc2cc(S(=O)(=O)NCc3ccccc3Cl)ccc2N1C(=O)C1CCC1 (stereo not drawn) | -9.2%
COc1ccc(OC)c(NC(=O)Cc2c(C)n(C(=O)c3ccc(Cl)cc3)c3ccc(OC)cc23)c1 | ?
Fc1ccccc1Nc1c2c(nc3ccccc13)CCC2 | -22.1%
COc1cccc(C2CNC(=O)c3nc(-c4ccc(C(=O)N(C)C)o4)[nH]c3C2)c1 (stereo not drawn) | i
C=CCN(C)C(=O)[C@@H](C)C1CC[C@@]2(C)Cc3sc(CSc4ccccc4)nc3[C@@H](C)[C@@H]2[C@H]1O (stereo partly drawn) | -23.3%
O=C(c1ccc2[nH]ccc2c1)N1CCC2(CC1)N=C(c1ccc(Br)cc1)NO2 | ?
O=C(CCC1CCN(C(=O)c2ccccc2)CC1)Nc1cccc(Cl)c1 | i
CC1CCn2c(nc3cc(C(=O)NCc4ccc(F)cc4)ccc32)C1 (stereo not drawn) | -22.0%
Cc1nn(CC(=O)NC2CC(c3nnc(CN(C)C)n3C)C2)c(C)c1Cl (stereo not drawn) | -9.0%
C[S+](=O)([O-])CCn1ncc2cc(OCC3CCN(CCC(F)(F)F)CC3)ccc21 | i
CCn1nc(C)c2c(-c3ccccc3)cc(=O)n(C(C)C(=O)NCc3ccc(C)cc3)c21 (stereo not drawn) | -8.1%
COc1cccc(CN2CC[C@@H](CO)N(C)c3cccnc3C2)c1 | i
CCN1CCC2(CC1)Cc1ccccc1CN(S(=O)(=O)c1ccccc1)C2 | ?
Cn1cc2c3c(cccc31)CN(C(=O)c1ccccc1F)CC2 | -16.5%
CCOC(=O)c1sc(N2C(=O)c3oc4cc(C)c(C)cc4c(=O)c3C2c2cccc(O)c2)nc1C (stereo not drawn) | -4.0%
O=C1NC2(CCCN(C(=O)c3ccccn3)C2)Oc2ccccc21 (stereo not drawn) | 1.0%[44.1 µM]

# Carrying on.
Molecule | Pf Dd2 growth
Cc1ccccc1C(=O)N1CCc2c(nc3cc[nH]n3c2=O)C1 | -5.4%
Cc1cnc(CCNC(=O)c2n[nH]c3ccccc23)n1C1CC1 | ?
CCNc1nc2c(c(=O)n(C)c(=O)n2C)n1Cc1ccc(F)cc1 | ?
COc1ccc2c(C)c(-c3nc(C4CCOC4)no3)oc2c1 (stereo not drawn) | -6.2%
Cn1c(=O)c2c(nc(SCC(=O)Nc3ccc(F)cc3F)n2Cc2ccccc2)n(C)c1=O | -10.9%
C=Cc1cccc(CN2CCCC3(CCNC3)C2)c1 (stereo not drawn) | 10µM*
CCCC1=Nc2cc(C(=O)N3CCC(C)CC3)ccc2Sc2ccc(C)cc21 | -22.8%
COc1cccc(CN2CCOC3(CCN(Cc4ccc(OC)nc4)CC3)C2=O)c1 | ?
O=C(CCSCc1cnn(-c2ccccc2)c1-n1cccc1)NCc1ccccc1Cl | 12.4%
O=C(c1cc(-c2cccs2)[nH]n1)N1CCc2nc3cc[nH]n3c(=O)c2C1 | i[5.79 µM]
O=C(NCc1ccccc1Cl)c1ccc2nc(Cc3ccccc3)oc2c1 | ?
CN(C)C(=O)N1CCN(c2nc3ncccc3o2)CC1 | i
CN1C(=O)C2(CCN(S(=O)(=O)c3ccccc3)C2)c2ccccc21 (stereo not drawn) | -21.1%[44.1 µM]
CCOC(=O)CC(NC(=O)Cn1nnc(-c2ccccc2Cl)n1)c1ccc(OC)cc1 (stereo not drawn) | -12.5%
CS(=O)(=O)c1ccc(CN2CCCC(c3ccccc3)C2)cc1 (stereo not drawn) | i
O=C(NCc1ccccc1)c1csc(N2CCN(c3ccc(Cl)cc3)CC2)n1 | ?
CCOc1ccc(C2CC(=O)c3c([nH]c(C(=O)OC4CCC(C)CC4)c3C)C2)cc1 (stereo not drawn) | -8.2%

# Shown with each value named: part of the list above.
Cc1ccccc1C(=O)N1CCc2c(nc3cc[nH]n3c2=O)C1
  Pf Dd2 growth = -5.4%
COc1cccc(CN2CCOC3(CCN(Cc4ccc(OC)nc4)CC3)C2=O)c1
  Pf Dd2 growth = ?
